A3G deaminase: APOBEC3G (human) deaminase inhibition; recombinant A3G, ssDNA deamination FAM/TAMRA fluorescence; Q9HC16; 330,000 compounds, 0.28% hits; inhibition, % at 20 µM;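 active = inhibition of at least 40% at 20 µM, with no more than 30% in the related APOBEC3A deaminase screen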;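 note: plate controls were DMSO wells with A3G for no effect and wells lacking A3G enzyme for full effect; some compounds called inactive have numbers as strong as hits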
Target sequence (Q9HC16 whole entry, looked up): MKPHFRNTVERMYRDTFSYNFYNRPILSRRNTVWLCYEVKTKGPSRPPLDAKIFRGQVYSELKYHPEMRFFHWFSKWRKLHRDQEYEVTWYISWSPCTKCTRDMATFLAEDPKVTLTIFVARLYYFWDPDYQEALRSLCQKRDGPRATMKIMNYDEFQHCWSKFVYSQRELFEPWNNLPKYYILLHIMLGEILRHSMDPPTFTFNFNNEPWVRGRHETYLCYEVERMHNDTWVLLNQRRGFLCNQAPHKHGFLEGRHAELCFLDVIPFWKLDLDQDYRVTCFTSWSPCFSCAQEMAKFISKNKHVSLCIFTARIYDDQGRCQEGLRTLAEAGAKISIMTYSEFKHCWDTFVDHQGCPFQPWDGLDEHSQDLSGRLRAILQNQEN
MPTP inh: inhibitors of mitochondrial permeability transition pore; inhibition, % at 10 µM; AID 602449; 360,000 compounds, 1.4% hits; isolated mouse mitochondria, Ca2+ swelling absorbance, 30 min;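 active = inhibition of 50% or more, scaled per plate between neutral and stimulator controls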;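 note: 0% = DMSO wells given calcium and 100% = 1 mM EGTA wells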
EBI2 block: EBI2 (human) antagonism; 360,000 compounds, 0.81% hits; inhibition, % at 5 µM; EBI2 beta-arrestin recruitment, luminescence, 7a,25-OHC stimulated; P32249; in the data active = inhibition above about 38%;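 note: enzyme fragment complementation signal reports receptor beta-arrestin coupling in cells; 0% = agonist plus DMSO wells and 100% = wells without agonist; some results beyond the cut were filed as inactive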
Gli-Sufu block: antagonists of Gli-Sufu signaling; Sufu-KO-LIGHT fibroblasts, Gli luciferase reporter luminescence; inhibition, % at 5 µM; 340,000 compounds, 0.74% hits; AID 588413;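 active = inhibition above about 55%, limit read from the data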;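 note: 0% = DMSO-treated cells and 100% = wells with medium but no cells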
A3A deaminase: inhibitors of human APOBEC3A DNA deaminase; P31941; recombinant A3A, FAM/TAMRA ssDNA deamination fluorescence; inhibition, % at 20 µM; 330,000 compounds, 0.41% hits; AID 493011;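 active = at least 40% inhibition at 20 µM here, with at most 30% in a related deaminase screen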;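 note: plate controls were A3A with DMSO for no effect and wells lacking A3A enzyme for full effect; some results filed as inactive read as strong as hits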
Target sequence (P31941 whole entry, looked up): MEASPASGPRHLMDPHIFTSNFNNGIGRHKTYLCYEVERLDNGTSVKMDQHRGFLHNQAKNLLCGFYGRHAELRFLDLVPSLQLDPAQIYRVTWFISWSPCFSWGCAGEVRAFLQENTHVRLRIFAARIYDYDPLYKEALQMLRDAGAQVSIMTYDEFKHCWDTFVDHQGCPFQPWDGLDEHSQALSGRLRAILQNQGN
NR3A LBD binder: modulators (binders) of human NR3A ligand-binding domain; NR3A LBD differential scanning fluorimetry, Tm shift; 0% = protein alone, 100% = glycine-bound protein; Tm shift relative to glycine control, % at 25 µM; 340,000 compounds, 2.5% hits; AID 1259313;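 active = melting temperature shift of at least 10% of the positive control shift, at one fixed dose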
CCR6 antagonist: CCR6 (human) receptor antagonism; P51684; CHO-K1 CCR6 PathHunter beta-arrestin, luminescence, CCL20-stimulated; inhibition, % at 20 µM; 340,000 compounds, 0.49% hits;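 active = compounds whose inhibition of the agonist-driven luminescence signal at 20 µM reaches about 50%, limit read from the data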;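 note: cells stimulated with CCL20 at 14 nM final; plate controls were DMSO with CCL20 for no effect and DMSO without agonist for full effect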
Target sequence (P51684 whole entry, looked up): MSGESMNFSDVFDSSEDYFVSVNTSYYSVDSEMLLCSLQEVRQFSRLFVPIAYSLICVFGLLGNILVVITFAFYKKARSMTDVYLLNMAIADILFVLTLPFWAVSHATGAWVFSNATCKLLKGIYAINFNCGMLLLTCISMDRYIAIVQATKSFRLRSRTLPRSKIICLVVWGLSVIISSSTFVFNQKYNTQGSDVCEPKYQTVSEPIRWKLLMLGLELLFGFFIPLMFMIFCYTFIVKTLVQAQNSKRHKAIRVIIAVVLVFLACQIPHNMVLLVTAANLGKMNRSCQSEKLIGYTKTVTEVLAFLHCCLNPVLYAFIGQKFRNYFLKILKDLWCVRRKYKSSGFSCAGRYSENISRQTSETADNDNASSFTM
CXCR6 block: CXCR6 (human) receptor inhibition; O00574; CHO-K1 PathHunter CXCR6 beta-arrestin, luminescence; inhibition, % at 20 µM; 360,000 compounds, 0.36% hits; in the data active = inhibition above about 34%, passing the limit was not always enough;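 note: antagonist mode with CXCL16 agonist at 10 nM final; 0% = 10 nM CXCL16 with DMSO and 100% = unstimulated wells without agonist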
Active calls of the source: *; nt = not tested or not shown.

SMILES	A3G deaminase	MPTP inh	EBI2 block	Gli-Sufu block	A3A deaminase	NR3A LBD binder	CCR6 antagonist	CXCR6 block
CCCCCCc1cc2cc(-c3nnc(-c4ccccc4)o3)c(=O)oc2cc1O	-348.3	96.2*	-15.0	0.6	-165.4	1.4	-115.6	-56.1
COc1ccc2c(c1)OC[C@H]1[C@H]2N2C(=O)c3ccc(F)cc3NC(=O)[C@@]2(C)[C@H]1c1ccccc1	nt	2.3	4.4	-3.6	nt	4.4	-3.6	6.5
O=C(/C=C\Nc1ccc2c(c1)OCO2)c1cccs1	-5.1	0.9	1.5	-137.2	-4.4	-11.4	18.1	-1.8
COc1ccc(NC(=O)COC(=O)C2CCCCC2)c([N+](=O)[O-])c1	-4.3	-0.1	-10.0	0.1	0.3	3.2	1.9	-17.6
CCc1[nH]c(=O)c(C#N)c2c1COC(C)(C)C2	-8.7	2.4	1.6	-5.8	-0.8	-2.7	-22.9	1.0
Cc1ccc(CNC(=O)/C=C/c2ccc(S(=O)(=O)N3CCOCC3)cc2)cc1	0.1	-0.1	11.2	-10.0	1.4	-1.0	-13.3	-2.0
COCc1nc(-c2ccc(-c3ccccc3)nc2OC)no1	-0.1	0.8	6.7	-57.0	0.0	-1.7	-6.5	-0.4
CN(C1CCCCC1)S(=O)(=O)c1cc2c(cc1Cl)NC(=O)CO2	-4.8	-0.4	1.1	-9.0	-1.7	0.3	10.3	1.3
O=C(Cc1ccccc1[N+](=O)[O-])NCC(O)c1ccc2c(c1)OCO2 (centres undefined)	nt	-0.7	-2.3	2.6	nt	-0.2	-2.9	2.0
Cc1ccc(CNS(=O)(=O)c2cc3c4c(c2)CCN4C(=O)CC3)cc1	-2.6	-1.9	0.6	2.5	-1.0	-0.3	0.3	3.8
Nc1c(C(=O)NCc2ccc3c(c2)OCO3)nnn1-c1ccc(OC(F)(F)F)cc1	-6.6	2.5	3.3	8.7	-1.5	0.8	14.6	2.1
FC(F)(F)c1cccc(-c2nc(-c3ccncc3)no2)c1	nt	-0.1	-2.3	-23.0	nt	-2.2	11.3	-3.2
Cn1cc([N+](=O)[O-])c(C(=O)Nc2ccc(C(=O)N3CCCCC3)cc2)n1	0.8	-0.3	-7.6	-4.5	2.2	0.8	1.6	-9.8
COc1ccc(CCNS(=O)(=O)c2c(C)[nH]c(C)c2C(=O)N2CCCCC2)cc1OC	26.2	-1.6	7.1	38.0	6.2	-4.4	3.5	-3.1
O=C(CCN1CCOCC1)Nc1ccc2c(c1)CCC2	-0.5	0.8	-9.2	-7.7	4.8	0.1	-6.4	2.3
COc1ccc(N2CCN(Cc3cc4c(cc3O)CCC4)CC2)cc1	-9.8	2.3	9.6	3.7	-3.3	3.4	15.8	-4.2
COCCn1c(=NC(=O)c2ccc(S(=O)(=O)N3CCc4ccccc4C3)cc2)sc2cc(OC)ccc21	-5.2	2.4	6.7	7.5	-6.9	-0.3	-2.9	-4.6
Cc1ccc(S(=O)(=O)N(CCCO)Cc2cc3c(C)ccc(C)c3[nH]c2=O)cc1	-3.4	-0.3	0.7	-3.7	4.0	1.5	-12.0	-7.8
COCCCNC(=O)CN1C(=O)COc2ccc(S(=O)(=O)N3CCOCC3)cc21	2.0	-1.9	-4.5	1.6	-2.4	0.1	-18.0	-1.3
O=[N+]([O-])c1cnn(-c2nc(-c3ccco3)cc(C(F)(F)F)n2)c1	-7.1	0.3	0.6	5.4	2.8	-1.3	7.0	-5.5
COCCCNC(=O)Cn1cc(C(=O)C2CC2)c2ccccc21	-1.4	0.5	-2.5	5.8	-0.6	-0.3	1.2	-1.2
c1ccc(-c2[nH]ncc2-c2nc3ccccc3[nH]2)cc1	-0.6	-0.8	-7.4	-5.3	-0.7	-1.1	-18.8	3.9
CC(=O)C1CCC2C3CCC4CC(=O)CCC4(C)C3C(C)(O)CC12C (centres undefined)	nt	-1.8	0.3	1.1	nt	0.6	0.1	1.6
COc1ccc(N(C(=O)c2ccc(Cl)cc2)C2=CC3CCC(C2)N3C)cc1 (centres undefined)	-7.7	3.7	-1.7	2.4	-4.2	0.7	2.8	9.8
O=C(Nc1cccnc1)Nc1ccccc1Cl	-1.2	1.4	-11.8	-12.8	-1.7	2.0	0.5	1.4
COCCn1c(-c2ccccc2F)n[nH]c1=S	-3.9	-0.3	-0.1	1.3	-4.2	0.1	-23.9	0.7
COc1cc(OC)cc(C(=O)Nc2ccc(Nc3ccccc3)cc2)c1	-6.3	1.4	17.5	-1.2	-8.4	0.0	9.3	-2.7
C/C(=N\Nc1nc(C)cc(-c2ccccc2)n1)c1ccc(C)o1	-6.9	-1.3	12.3	1.3	-0.6	-0.9	-5.5	-5.9
COc1ccc(-[n+]2c(C)cc(/C=C3\Sc4ccccc4N3C)cc2C)cc1	16.5	94.6*	15.9	nt	23.3	-3.6	nt	17.0
CN(C)S(=O)(=O)c1ccc(N2CCCC2)c(C(=O)Nc2ccc(N3CCOCC3)cc2)c1	-1.6	-1.0	-1.0	0.7	-1.3	-0.4	10.2	0.3
COc1ccccc1-n1cc(CN2CCN(C3CCCCC3)C(CCO)C2)cn1 (centres undefined)	-8.4	0.2	5.8	2.7	2.8	0.8	-9.2	5.6
CCCCn1c(SCC(=O)c2ccc(OC)c(OC)c2)nc2cc(S(N)(=O)=O)ccc21	-6.0	1.7	-8.7	0.7	1.7	2.0	17.3	5.0
Cc1ccc(N2C(=O)C3N=NN(CC(=O)N4N=C(c5ccccc5)CC4c4ccccc4)C3C2=O)cc1 (centres undefined)	-2.9	0.6	2.0	6.7	1.8	2.2	8.3	4.3
Cc1ccc(C23CC4CC(CC(NC(=O)NC(C)(C)CO)(C4)C2)C3)cc1	-0.1	13.1	-13.4	6.9	0.2	-3.4	-4.8	2.8
C[C@H]1CN([C@@H](C)CO)C(=O)Cc2cc(NC(=O)Cc3cn(C)c4ccccc34)ccc2O[C@@H]1CN(C)S(=O)(=O)c1cn(C)cn1	-3.6	0.3	-5.1	-18.5	-3.3	-0.1	-3.4	-3.1
Cc1ccc(S(=O)(=O)N(C)CC(=O)NC2CC(C)(C)NC(C)(C)C2)cc1	-2.1	-0.3	-9.0	3.0	1.6	-0.9	3.0	-7.5
Cc1ccc(S(=O)(=O)N/N=C/c2c[nH]c3ccccc23)cc1	-8.7	13.4	-9.6	2.2	0.3	30.6*	-10.8	-4.5
COc1ccc(C(=O)NCC(C)(C)CNC(=O)c2ccc(OC)c(OC)c2)cc1OC	-6.1	2.6	-6.5	-4.9	-3.0	-5.0	10.0	8.5
CCn1c(CN2CCOCC2)nnc1SCC(=O)Nc1ccccc1C	2.2	-1.5	-3.1	6.5	0.2	-0.3	-8.0	-3.7
COc1ccc(S(=O)(=O)N(C)Cc2ccc3c(c2)OCCO3)cc1	-3.9	-0.5	-2.4	-8.0	-2.2	-2.1	12.6	0.8
COC(=O)c1sc2nc(CN3CCN(c4ccc(OC)cc4)CC3)[nH]c(=O)c2c1C	-1.0	3.3	-3.0	-2.0	-0.1	0.2	5.9	3.7
OC(COCc1ccc(Cl)cc1)CN1CCc2ccccc2C1 (centres undefined)	-2.9	0.8	16.9	8.0	3.0	-1.5	-0.8	-0.3
Cc1nn(CCCC(=O)NCCCN2CCN(C)CC2)c(=O)c2c1sc1ccccc12	1.1	-1.8	-12.7	4.1	2.7	2.0	3.7	-0.1
CC(=O)N1CCCc2cc(S(=O)(=O)CCC(=O)Nc3cccc(C)c3C)ccc21	-4.0	0.7	-5.3	-6.6	0.2	1.2	16.2	0.4
Cc1c(C(=O)N2CCCCC2)c(S(=O)(=O)NCc2ccc(N(C)C)cc2)c(C)n1C	-3.3	-0.8	4.5	-4.1	-5.4	-1.2	8.2	1.8

An excerpt from above in order of formula weight, largest number first.
SMILES	A3G deaminase	MPTP inh	EBI2 block	Gli-Sufu block	A3A deaminase	NR3A LBD binder	CCR6 antagonist	CXCR6 block
CCCCn1c(SCC(=O)c2ccc(OC)c(OC)c2)nc2cc(S(N)(=O)=O)ccc21	-6.0	1.7	-8.7	0.7	1.7	2.0	17.3	5.0
Cc1ccc(S(=O)(=O)N(C)CC(=O)NC2CC(C)(C)NC(C)(C)C2)cc1	-2.1	-0.3	-9.0	3.0	1.6	-0.9	3.0	-7.5
CCn1c(CN2CCOCC2)nnc1SCC(=O)Nc1ccccc1C	2.2	-1.5	-3.1	6.5	0.2	-0.3	-8.0	-3.7

(more compounds)
SMILES	A3G deaminase	MPTP inh	EBI2 block	Gli-Sufu block	A3A deaminase	NR3A LBD binder	CCR6 antagonist	CXCR6 block
CN(c1ccccc1)S(=O)(=O)c1cccc(NS(=O)(=O)c2ccc(/C=C/C(=O)O)cc2)c1	-1.8	-2.3	7.5	-5.6	1.8	-0.7	8.5	-0.7
CCN(CC)S(=O)(=O)c1ccc2c(c1)nc(CCC(=O)O)n2C	2.3	1.7	-10.2	-2.0	1.2	0.1	5.4	-1.2
Cc1ccccc1OC1=NS(=O)(=O)c2ccccc21	-5.4	-2.2	-7.1	-3.8	-2.3	-3.2	12.9	-2.1
COc1ccc(CN2CCNC(=O)C2CC(=O)NCCSc2nccn2C)c(OC)c1 (centres undefined)	-9.7	-0.4	-1.7	9.8	-1.7	0.2	-2.8	1.4
CN1CCN(C(=O)C(C(=O)c2ccc(F)cc2)n2ccccc2=O)CC1 (centres undefined)	2.2	-0.8	-2.1	1.7	0.9	-2.3	1.5	5.5
CCN(c1ccccc1)S(=O)(=O)c1ccc(NC(=S)NC(=O)c2cccs2)cc1	-5.9	0.4	19.5	-4.7	-1.9	1.5	31.4	25.1
CCC(=O)N/C(=N/c1nc(C)cc(C)n1)Nc1ccc(OC)cc1	-1.8	-1.5	-8.1	7.3	0.0	-9.4	19.8	0.9
O=C(CN(C(=O)c1csnn1)c1ccc(F)cc1)NCc1ccc2c(c1)OCO2	-2.2	-0.8	8.9	-18.5	1.6	-1.9	17.4	-1.5
CCc1nnc(NC(=O)CSc2nc(-c3ccc(OC)cc3)ns2)s1	0.1	4.3	-15.1	-2.0	0.3	1.5	-5.0	-22.2
COc1ccccc1-n1c(SCC(=O)Nc2cc(C)on2)nc2c(c1=O)SCC2	4.0	0.5	2.6	-3.4	3.5	0.2	15.2	-1.5
CCc1cc2c(SCc3ccc(C(=O)OC)o3)ncnc2s1	-4.8	-2.3	-1.4	21.8	-1.0	-0.1	11.4	5.1
CN1CCN(CCNC(=O)Nc2ccccc2C(F)(F)F)CC1	5.4	-2.4	-2.1	2.5	-4.4	-0.2	-4.2	5.3
O=C(Oc1cccc2cccnc12)c1ccc(N2C(=O)C3C4CCC(C4)C3C2=O)cc1 (centres undefined)	6.1	-3.8	8.2	0.8	2.3	0.9	-4.5	7.1
CCN1C(=O)C(CC(=O)Nc2ccccc2Cl)N(NC(=O)c2cccc(F)c2)C1=S (centres undefined)	12.4	-0.4	12.7	-0.5	0.5	-1.6	26.8	-6.6
COc1cc(-c2onc3ccc(Br)cc23)cc(OC)c1OC	7.2	0.2	4.3	18.2	-2.4	0.4	8.0	-4.8
O=C(CSc1nc2ccccc2o1)NC(=O)NCc1ccccc1	-4.4	5.1	6.1	-2.0	-19.9	-2.1	-7.3	12.8
O=C(CCn1cncn1)N1CCCC(N2CCN(c3cccc(C(F)(F)F)c3)CC2)C1 (centres undefined)	-3.5	-0.3	-8.6	-9.2	0.7	1.9	8.9	5.0
COc1ccc(NS(=O)(=O)c2ccc(Oc3cccc(C(=O)O)c3)cc2)cc1	-4.6	-0.3	-1.9	-2.7	-2.4	-1.0	0.6	-9.8
CCOc1ccc(NC(=O)CNC(=O)Cc2ccccc2)cc1	-3.3	-1.4	-8.3	-30.6	-1.7	0.9	9.1	-2.0
O=C(Nc1cccc(F)c1)c1ccco1	-6.0	-2.2	-9.8	11.0	-0.4	1.4	3.1	-0.6
CNC(=S)NC1CC2CCCC(C1)N2Cc1ccc(C)cc1 (centres undefined)	-1.4	-4.0	-1.3	17.3	1.5	-1.9	10.8	5.4
CCN1C(=O)/C(=C/c2c(C)nn(C)c2C)SC1=S	-5.6	-1.4	7.3	-7.6	-4.9	-0.2	17.1	-0.3
C=CCNc1nc(N)c([N+](=O)[O-])c(NC2CCCCC2)n1	-0.9	0.1	0.1	nt	0.2	0.9	-2.2	-5.1
Cc1nc(C(F)(F)F)ccc1C(=O)NN1CCOCC1	-5.5	0.1	-0.8	-4.2	-0.9	0.9	11.4	-3.7

Source: PubChem
